# High-throughput results deposited in PubChem by several laboratories.
# CSN inh: CSN deneddylation inhibition. Q92905. Purified CSN, SCF-Nedd8-OG deneddylation, fluorescence polarization. inhibition, % at 12.5 µM. 0.38% of 360,000 active;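 active = pattern-corrected inhibition above about 35%, with an unprinted fluorescence ratio check between 0.5 and 1.5, limit read from the data, passing the limit was not always enough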;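 note: 0% = enzyme with substrate and 100% = substrate without enzyme; some results filed as inactive read as strong as hits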
#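 Detection – fluorescence polarization · System – HEK293T-derived human Csn5 enzyme · Controls – substrate-only high control, full reaction low control · Timing – 90 min, room temperature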
# Scp-1 inhibitor: blocks human Scp-1 phosphatase activity; Q9GZU7; Recombinant Scp1, phosphopeptide, malachite green phosphate absorbance; inhibition, % at 20 µM; 0.88% of 340,000 active; AID 493091;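 active = inhibition above about 50% at 20 µM, limit read from the data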;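 note: plate controls were DMSO wells with enzyme for no effect and wells lacking enzyme for full effect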
# Target sequence (Q9GZU7 76-261 limits assumed): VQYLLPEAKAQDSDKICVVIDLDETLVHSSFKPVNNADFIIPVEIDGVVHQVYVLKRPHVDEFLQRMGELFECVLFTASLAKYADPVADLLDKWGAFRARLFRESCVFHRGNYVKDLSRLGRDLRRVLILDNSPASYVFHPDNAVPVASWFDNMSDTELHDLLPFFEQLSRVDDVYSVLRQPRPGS
#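 Material – SCP-1 phosphatase catalytic domain, residues 76-261 · Buffer or medium – Acidic Tris acetate buffer with magnesium and detergent · Also added – Phospho 17-mer peptide substrate · Compound – single 20 µM dose, 1% DMSO · Times – 45 min room-temperature reaction, 5 min colour, 30 min stabiliser · Technique – Phosphate-binding colour reagent, absorbance read at 630 nm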
# Neddyl block: cullin neddylation inhibition; TR-FRET cullin neddylation, biochemical; calls only at 25 µM; 0.58% of 360,000 active; in the data active = inhibition above about 36%
# SUMO1-SIM PPI: modulators of human SUMO1-mediated protein-protein interactions; AID 602429; inhibition, % at 20 µM; SUMO1 binding to a labelled peptide, TR-FRET, 1 h; P63165; 0.33% of 360,000 active; in the data active = inhibition above about 37%
# Target sequence (P63165 whole entry, looked up): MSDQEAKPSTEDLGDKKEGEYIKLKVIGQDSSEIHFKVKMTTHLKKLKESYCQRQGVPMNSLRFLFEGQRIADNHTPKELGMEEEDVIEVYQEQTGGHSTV
# NadD block: inhibitors of Staphylococcus aureus NadD. purified NadD enzyme, colorimetric absorbance read-out. inhibition, % at 20 µM. AID 602399. 0.78% of 360,000 active; in the data active = inhibition above about 26%; note: some compounds past the cut are filed as inactive
# Rin1 Abl inh: blocks binding of human Rin1 to Abl. 0.4% of 360,000 active. inhibition, % at 7.35 µM. P00519+Q13671. TR-FRET Rin1/Abl binding, biochemical; in the data active = inhibition above about 5%, passing the limit was not always enough
# Rpn11 block: blocks the human proteasome subunit Rpn11; O00487; human 26S proteasome, Ub4-pepOG fluorescence polarization; 20S core pre-blocked with epoxomicin; 0.59% of 360,000 active; calls only at 20 µM; AID 588493;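 active = inhibition at 20 µM, scaled to each plate's controls, above about 33%, limit read from the data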
# STEP inh: STEP (human) phosphatase inhibition | P54829 | recombinant STEP, OMFP fluorogenic substrate, fluorescence | inhibition, % at 20 µM | 0.25% of 360,000 active | AID 588621;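 active = inhibition at 20 µM, scaled per plate between control wells, above about 37%, limit read from the data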;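 note: 0% = DMSO with enzyme and substrate and 100% = substrate only without enzyme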
# Target sequence (P54829 whole entry, looked up): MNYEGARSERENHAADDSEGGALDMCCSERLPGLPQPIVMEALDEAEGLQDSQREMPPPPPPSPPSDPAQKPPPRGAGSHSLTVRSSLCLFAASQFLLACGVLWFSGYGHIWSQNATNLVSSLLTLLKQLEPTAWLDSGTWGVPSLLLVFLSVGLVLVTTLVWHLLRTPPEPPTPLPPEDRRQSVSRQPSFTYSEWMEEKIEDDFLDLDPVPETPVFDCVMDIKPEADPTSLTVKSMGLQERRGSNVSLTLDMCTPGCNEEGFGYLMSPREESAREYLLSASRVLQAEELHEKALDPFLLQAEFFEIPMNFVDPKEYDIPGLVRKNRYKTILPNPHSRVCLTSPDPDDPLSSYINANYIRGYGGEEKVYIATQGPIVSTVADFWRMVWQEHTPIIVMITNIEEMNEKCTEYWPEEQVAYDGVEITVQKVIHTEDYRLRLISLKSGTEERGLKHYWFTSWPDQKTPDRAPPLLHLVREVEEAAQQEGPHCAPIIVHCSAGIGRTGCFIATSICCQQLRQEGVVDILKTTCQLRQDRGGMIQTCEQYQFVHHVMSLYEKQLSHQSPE
#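 Material: STEP (striatal-enriched tyrosine phosphatase) enzyme, cell-free | Medium: 50 mM Bis-Tris pH 6.0 with 2.5 mM DTT and 0.005% Tween 20 | Read-out: Percent inhibition scaled to no-enzyme and uninhibited-enzyme controls, plate-pattern corrected | Signal: Fluorescence read at 480 nm ex / 540 nm em | Times: 20 min reaction, room temperature, in the dark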
# DNMT1 inh: blocks human DNA methyltransferase DNMT1; inhibition (reported as % activation of signal), % at 10 µM; DNMT1 molecular beacon, Hinp1I cleavage, fluorescence; P26358; AID 588458; 0.83% of 360,000 active; in the data active = inhibition above about 50%
# LMPTP block: blocks human LMPTP phosphatase. 0.22% of 360,000 active. inhibition, % at 20 µM. P24666. recombinant LMPTP-A, OMFP fluorogenic substrate, fluorescence intensity. AID 651560;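 active = compounds that cut the enzyme signal by at least half of the control window in the single-dose screen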;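 note: plate controls were DMSO wells with enzyme plus substrate for no effect and substrate without enzyme for full effect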
# Target sequence (P24666 whole entry, looked up): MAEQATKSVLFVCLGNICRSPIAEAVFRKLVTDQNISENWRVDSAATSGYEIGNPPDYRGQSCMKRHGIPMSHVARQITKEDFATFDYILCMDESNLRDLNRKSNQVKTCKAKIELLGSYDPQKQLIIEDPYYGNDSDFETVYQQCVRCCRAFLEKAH
#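 Test system: LMPTP-A phosphatase enzyme; input: 0.625 nM LMPTP-A final; reagent: OMFP substrate, 400 µM final; compound dosing: 20 µM single dose, 3% DMSO; incubation: 50 min dark incubation at room temperature; measured by: endpoint fluorescence intensity from OMFP dephosphorylation; measure: % inhibition relative to no-enzyme and uninhibited control wells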
# An asterisk follows results filed as active; i = inactive; . = not tested or not shown.
SMILES,CSN inh,Scp-1 inhibitor,Neddyl block,SUMO1-SIM PPI,NadD block,Rin1 Abl inh,Rpn11 block,STEP inh,DNMT1 inh,LMPTP block
Cn1ncc2c(O/N=C(\N)c3ccc(C(C)(C)C)cc3)ncnc21,0,-7,i,-1,-14,-2,i,4,4,2.0
C=CCOC(=O)C1=C[C@@H](c2ccc3c(c2)OCO3)C[C@@H](OCc2ccc(CO)cc2)O1,-1,-4,i,0,-4,-1,i,2,-4,-0.1
CCOc1ccc2nc(SCC(=O)NCc3ccc(S(N)(=O)=O)cc3)sc2c1,4,-4,i,2,-2,0,i,-2,-1,-1.6
Cc1cc(C(=O)COC(=O)C2=NNC(=O)CC2)c(C)n1CCc1ccccc1,-5,-11,i,5,-4,1,i,1,-4,0.2
COCCn1nnnc1CN1C2CCCC1CC(NC(C)=O)C2 (stereo not drawn),2,1,i,1,7,-1,i,1,-2,-3.6
COc1ccc(CNCCNC(=O)c2cccs2)cc1OC,1,-10,i,5,5,5,i,3,-1,-1.5
O=c1oc2ccccc2n1CSC1=NCCS1,-5,-3,i,2,-5,3,i,-1,-1,-1.0
CN1CCN(C(=O)N2c3ccccc3C=Cc3ccccc32)CC1,2,0,i,-2,6,-1,i,-3,2,0.9
C=CCNc1nc(Cl)nc(Nc2ccccc2)n1,5,-6,i,6,4,3,i,-3,0,0.7
CCCOC(=O)C1=C(C)NC(=O)NC1c1ccc(Br)s1 (stereo not drawn),-1,-1,i,-1,-3,-3,i,6,-1,1.6
COc1ccc(N(CC(=O)NCc2ccc(F)cc2)S(=O)(=O)c2c(C)noc2C)cc1,3,-8,i,-1,-2,-4,i,-1,0,0.3
CN(C[C@H](Cc1ccccc1)N(C[C@H](Cc1ccccc1)N(CCC(C)(C)C)N=O)N=O)N=O,1,5,i,6,2,3,i,3,-13,0.4
CN(Cc1ccccc1)C(=O)CN1C(=O)NC2(CCCC2)C1=O,-1,-5,i,-3,-7,-2,i,-2,4,-1.1
Cc1occc1C(=O)NNC(=O)Nc1ccc(F)cc1F,-2,-8,i,0,0,-1,i,1,-3,-1.5
Nc1ccc2[nH]c(=S)sc2c1,6,13,i,65*,28,4,i,2,5,6.9
Nc1ccncc1N,0,-1,i,-1,4,0,i,0,0,-1.4
Cc1ccc(C(=O)NCC(=O)Nc2ccc3c(c2)CCC3)cc1,4,-10,i,4,-3,2,i,-1,-2,1.3
CC(=O)Nc1nc(-c2ccc3c(c2)CC(C)N3C(=O)C2CC2)c(C)s1 (stereo not drawn),1,-5,i,-10,10,4,i,2,-3,0.7
O=S(=O)(NNc1ncc(C(F)(F)F)cc1Cl)c1ccc(F)cc1F,-1,-5,i,3,-2,3,i,2,3,-0.8
C=CCOc1cccc(C2/C(=C(/O)c3ccc(C)cc3)C(=O)C(=O)N2CCN2CCOCC2)c1 (stereo not drawn),1,-8,i,-5,10,0,i,0,0,0.7
CCC(=O)N1CCc2cc(S(=O)(=O)NCCN3CCCCC3CC)ccc21 (stereo not drawn),2,-6,i,-5,-3,-2,i,-2,-2,0.2
CC[C@]12c3[nH]c4cc(-c5ccco5)ccc4c3CCN1C(=O)[C@@H](CC(=O)NCCCOC)C[C@@H]2C(=O)N1CCN(C(=O)C2CC2)CC1,-1,1,.,-9,-7,-1,i,0,-1,-0.4
Cc1cccc(OC(C)C(=O)N/N=C\c2ccncc2)c1 (stereo not drawn),-9,-6,i,-5,-2,1,i,2,-6,-0.7
CN(C)S(=O)(=O)c1cccc(C(=O)NCC2(N3CCOCC3)CCCCC2)c1,1,-4,i,0,-6,2,i,3,2,1.2
CCCCC(=O)Nc1ccc(C(=O)NNC(=O)c2ccc(C)c(Br)c2)cc1,13,102*,i,26,6,1,i,74*,81*,78*
Cc1ccc(-n2nc3c(=O)n(CC(=O)NCCc4cccs4)nc(C)c3c2C)cc1,-1,-6,i,0,-1,2,i,-2,2,-0.5
O=C(CN1C(=O)NC2(CCCCCCC2)C1=O)Nc1ccc(Br)cc1,-2,-10,i,2,-7,5,i,-2,-1,0.4
Cc1ccc(-c2ccnc(=S)[nH]2)cc1,1,0,i,-2,3,2,i,-2,0,-1.6
COCCOC(=O)c1c(C)n(C)c2ccc(OC(=O)c3c(OC)cccc3OC)cc12,1,-20,i,-2,-8,2,i,10,-6,4.4
C=CCn1c(CCNC(=O)c2ccccc2F)nnc1SCC(=O)Nc1nc(C)cs1,1,4,i,3,-5,-3,i,-2,2,-0.2
CN(Cc1ccccc1)c1ccc(S(=O)(=O)N2CCC(C(=O)O)CC2)cc1[N+](=O)[O-],1,3,i,-12,-1,0,i,2,-1,1.3
O=S(=O)(O)c1nc2ccccc2n1Cc1ccccc1,0,-4,i,2,1,-4,i,4,-6,-2.8
Nc1ccccc1Sc1nc2ccccc2[nH]1,2,13,i,-2,34*,2,i,-3,-14,-0.3
CC[C@@]1(C(=O)OC)N[C@H](CN(C)C(=O)COC)[C@@H]2C(=O)N(C)C(=O)[C@@H]21,0,-8,i,9,-7,-1,i,-3,2,-1.8
NC(=O)c1ccc(NC(=O)CCC(=O)N2CCN(S(=O)(=O)c3ccc(Cl)cc3)CC2)cc1,-3,-11,i,-1,-3,-3,i,0,0,-0.8
Nc1ccc(S(=O)(=O)Nc2ncccn2)cc1,3,-6,i,7,-1,0,i,-4,3,-0.6
CC(C)NC(=O)c1cc(C2CCCCN2S(=O)(=O)c2ccc(F)cc2F)on1 (stereo not drawn),-2,.,i,0,1,-1,i,1,6,-0.1
CCOP(=O)(OCC)c1nc(-c2ccc(Cl)cc2Cl)oc1N1CCCCC1,9,-4,i,4,-1,-4,i,1,2,-0.2
C/C(Cc1ccccc1)=N\NC(=O)CNC(=O)c1cccc(F)c1,-3,-2,i,0,-5,5,i,-1,3,-0.6
Cc1ccc2c(NCc3ccco3)nc(NC(C)C)nc2c1,-2,.,i,-8,1,.,.,.,.,3.7
CCCCN1C(=O)C(C)=C(C)C1OCCc1ccc(OC)c(OC)c1 (stereo not drawn),-2,-2,i,0,3,1,i,0,0,-1.0
Cc1ccc(C(=O)Nc2nc3ccc(S(C)(=O)=O)cc3s2)o1,2,-1,i,1,-1,-1,i,1,3,0.1
O=C(CCC(=O)c1cccs1)Nc1ccccc1F,-2,6,i,-2,-4,2,i,0,2,-1.8
O=Cc1ccccc1-n1cccn1,-2,-5,i,2,-4,3,i,-3,-3,0.4
Cc1csc(=O)n1CCC(=O)OCC(=O)Nc1ccc(F)c(F)c1F,-2,-6,i,2,3,-1,i,1,1,-0.2
CC12CCC(C(=O)Nc3c(Cl)cccc3Cl)(C(Br)C1=O)C2(C)C (stereo not drawn),-13,-2,i,-1,-4,2,i,0,14,0.1
Cc1ccc(C)c(OCCC(=O)OCC(=O)N2c3ccccc3NC(=O)C2(C)C)c1,1,7,i,6,-7,1,i,0,-3,0.3
Cc1cccc(-c2nc3c(c(SCC(=O)N4CCOCC4)n2)COC(C)(C)C3)c1,-1,-2,i,-1,-4,-2,i,2,0,0.0
CCOc1cc(S(=O)(=O)NCc2ccccn2)ccc1Cl,0,4,i,-2,5,1,i,-3,3,-1.9
Cc1sc(NC(=O)/C=C/c2ccc(C(C)C)cc2)c(C#N)c1C,3,-6,.,-1,3,-5,i,4,12,1.6
CCc1ccc(NC(=O)CSc2nnc(C3CC3)n2CC2CCCO2)cc1 (stereo not drawn),0,-4,i,-4,-8,1,i,-2,1,-1.1
CCOc1ccc(C(=O)NCCc2cnc[nH]2)cc1,-4,-9,i,-3,-6,2,i,-1,-1,0.0
CCNc1nc(NC(C)C)nc(OCCOC(=O)c2ccccc2)n1,0,2,i,-1,-6,2,i,-2,1,-0.2
Cc1cc(C)cc(NS(=O)(=O)CCCS(=O)(=O)Nc2cc(C)cc(C)c2)c1,2,-16,i,4,-5,0,i,0,-8,0.1
N#CCOC(=O)c1sccc1-n1cccc1,1,-14,i,0,-4,-6,i,-16,3,-0.7
COc1ccc(C2CC(c3cccs3)=NN2C(=O)CSC2=NN3CCCC(=O)N=C3S2)cc1 (stereo not drawn),-6,-5,i,-4,6,-1,i,6,-6,4.1
CCCCn1c(N)c(N(CCOC)C(=O)C(C)Oc2ccc(Cl)cc2)c(=O)[nH]c1=O (stereo not drawn),5,-6,i,-1,1,1,i,0,0,-0.7
CC(C)(C)CC(=O)Nc1cccc(-c2cn3cccnc3n2)c1,2,-3,.,-6,-2,-3,i,-2,-1,-0.4
COc1ccc(Nc2c3c(nc4ccccc24)CCC3)c(OC)c1,0,-9,i,-4,-3,-4,i,1,2,13
CC1CC(C)CN(C2CCCCC2NS(=O)(=O)c2ccc(Cl)cc2)C1 (stereo not drawn),-3,4,i,6,-2,0,i,-2,-6,2.7

# SUMO1-SIM PPI, what is marked active above
SMILES,CSN inh,Scp-1 inhibitor,Neddyl block,SUMO1-SIM PPI,NadD block,Rin1 Abl inh,Rpn11 block,STEP inh,DNMT1 inh,LMPTP block
Nc1ccc2[nH]c(=S)sc2c1,6,13,i,65*,28,4,i,2,5,6.9

# Full records, quoted from the list. Order of values: CSN inh | Scp-1 inhibitor | Neddyl block | SUMO1-SIM PPI | NadD block | Rin1 Abl inh | Rpn11 block | STEP inh | DNMT1 inh | LMPTP block
# Cc1ccc(C(=O)Nc2nc3ccc(S(C)(=O)=O)cc3s2)o1 in the list: 2 | -1 | i | 1 | -1 | -1 | i | 1 | 3 | 0.1
# Cc1cc(C)cc(NS(=O)(=O)CCCS(=O)(=O)Nc2cc(C)cc(C)c2)c1 in the list: 2 | -16 | i | 4 | -5 | 0 | i | 0 | -8 | 0.1
# O=Cc1ccccc1-n1cccn1 in the list: -2 | -5 | i | 2 | -4 | 3 | i | -3 | -3 | 0.4
# O=C(CCC(=O)c1cccs1)Nc1ccccc1F in the list: -2 | 6 | i | -2 | -4 | 2 | i | 0 | 2 | -1.8
# CCc1ccc(NC(=O)CSc2nnc(C3CC3)n2CC2CCCO2)cc1 (stereo not drawn) in the list: 0 | -4 | i | -4 | -8 | 1 | i | -2 | 1 | -1.1

# Continued.
SMILES,CSN inh,Scp-1 inhibitor,Neddyl block,SUMO1-SIM PPI,NadD block,Rin1 Abl inh,Rpn11 block,STEP inh,DNMT1 inh,LMPTP block
COCCNc1ncnc2c1ncn2[C@H]1CN(Cc2cc(OC)c(OC)c(OC)c2)C[C@@H](CO)O1,-1,.,i,6,0,3,i,0,1,-0.9
Cc1ccc(S(=O)(=O)N2CCCCC2)cc1C(=O)OC(C)C(=O)NC1CCCCC1C (stereo not drawn),0,4,i,0,1,0,i,8,12,-0.6
CC(=O)c1cccc(-c2ccnc3c2CC(C(=O)NCC2CCOCC2)O3)c1 (stereo not drawn),-6,.,i,5,-1,6,i,2,5,-2.0
CCOC(=O)c1ccccc1NC(=O)C1CC(=O)N(c2ccccc2)C1 (stereo not drawn),6,-6,i,3,-2,2,i,0,0,-1.1
